From PubChem
CCHF vOTU inh: CCHFV vOTU protease inhibitors, primary screen, biochemical, Pep-AMC substrate, fluorescence; Crimean-Congo hemorrhagic fever virus L polyprotein viral ovarian tumor (vOTU) protease …; inhibition, % at 11.5 µM; 0.55% of 370,000 active; AID 651958, 2012; in the data active = inhibition above about 30%; also: 0% = vehicle wells with enzyme and 100% = no enzyme wells
SARS 3CLpro inh: SARS-CoV 3CLpro protease inhibitors, primary screen, biochemical, quenched FRET | recombinant SARS-CoV 3CLpro, quenched FRET peptide cleavage | inhibition, % at 6 µM | 0.14% of 290,000 active; in the data active = inhibition above about 12%
PrPC TRFRET: inhibitors of human cell surface prion protein PrPC, primary screen, cell-based, TR-FRET; inhibition, % at 13.8 µM; 0.43% of 370,000 active; Major prion protein (Homo sapiens), P04156; TR-FRET read-out; AID 720596, 2013; in the data active = inhibition above about 24%; also: 0% = median of the test wells and 100% = reference compound wells
BoNT-F LC inh: BoNT/F light chain protease inhibitors, primary screen, biochemical, flow cytometry, MLPCN library; Multiplex microsphere protease cleavage assay; Botulinum neurotoxin type F light chain protease (Clostridium botulinum); 0.22% of 360,000 active; AID 588497, 2011; inhibition, % at 10 µM; in the data active = inhibition above about 35%, passing the limit was not always enough; inconclusive = no clear call, values can overlap the other calls; also: plate controls were buffer without enzyme for full effect and enzyme alone for no effect
SSB-PriA inh: inhibitors of Klebsiella pneumoniae PriA binding to SSB C-terminal tail, primary screen, biochemical, AlphaScreen. PriA–SSB C-terminal tail interaction (Klebsiella pneumoniae). AlphaScreen SSBct-PriA binding, biotinylated peptide. inhibition, % at 33 µM. 0.6% of 430,000 active. AID 1272365, 2023; in the data active = inhibition mostly above about 37%, no sharp cut-off; inactive = mostly below about 20%;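 also: plate controls were negative control peptide for no effect and reference peptide for full effect; strong numbers were not always called active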
Rv3671c inh: Rv3671c serine protease inhibitors, primary screen, biochemical, fluorescence polarization, M. tuberculosis H37Rv | inhibition, % at 5.96 µM | P9WHR9 | 0.048% of 320,000 active; in the data active = inhibition above about 38%;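 also: extracellular domain of Rv3671c used as enzyme; 0% = enzyme with DMSO and 100% = no enzyme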
Target sequence (P9WHR9 whole entry, looked up, the tested form may be a part): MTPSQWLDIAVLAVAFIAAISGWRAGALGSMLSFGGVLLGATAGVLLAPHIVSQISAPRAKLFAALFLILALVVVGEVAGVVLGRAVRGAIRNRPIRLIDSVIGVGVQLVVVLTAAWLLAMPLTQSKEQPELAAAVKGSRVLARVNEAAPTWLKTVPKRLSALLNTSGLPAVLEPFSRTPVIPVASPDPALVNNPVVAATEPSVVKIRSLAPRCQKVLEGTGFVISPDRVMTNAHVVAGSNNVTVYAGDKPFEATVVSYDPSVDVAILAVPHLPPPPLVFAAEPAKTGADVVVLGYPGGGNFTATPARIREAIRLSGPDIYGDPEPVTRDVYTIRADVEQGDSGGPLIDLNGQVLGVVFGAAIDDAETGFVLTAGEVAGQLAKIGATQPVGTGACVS
Anthrax LF inh2: Bacillus anthracis LF protease inhibitors, primary screen, biochemical, multiplex microsphere, MLPCN library | Lethal factor (Bacillus anthracis), P15917 | multiplex microsphere protease cleavage assay | inhibition, % at 10 µM | 0.12% of 360,000 active; also: plate controls were buffer without enzyme for full effect and enzyme alone for no effect
MazEF act: activators of E. coli MazEF toxin-antitoxin RNase, primary screen, biochemical, fluorescence, uHTS. activation, % at 20 µM. AID 504720, 2011. 0.32% of 350,000 active. Endoribonuclease toxin MazF (Escherichia coli (strain K12)), P0AE70. FAM/BHQ RNA-DNA oligo cleavage fluorescence, 5 h; in the data active = activation above about 50%
Target sequence (P0AE70 whole entry, looked up): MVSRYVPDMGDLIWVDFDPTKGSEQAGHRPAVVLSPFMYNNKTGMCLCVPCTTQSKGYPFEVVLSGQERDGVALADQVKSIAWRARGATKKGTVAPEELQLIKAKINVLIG
DUSP3 inh: VHR1 phosphatase inhibitors, primary screen, biochemical, absorbance, uHTS; AID 1654, 2009; inhibition, % at 13.3 µM; 0.52% of 290,000 active; Dual specificity protein phosphatase 3 (Homo sapiens), P51452; recombinant VHR phosphatase, pNPP absorbance; in the data active = inhibition above about 50%; also: some compounds called inactive have numbers as strong as hits
Target sequence (P51452 whole entry, looked up): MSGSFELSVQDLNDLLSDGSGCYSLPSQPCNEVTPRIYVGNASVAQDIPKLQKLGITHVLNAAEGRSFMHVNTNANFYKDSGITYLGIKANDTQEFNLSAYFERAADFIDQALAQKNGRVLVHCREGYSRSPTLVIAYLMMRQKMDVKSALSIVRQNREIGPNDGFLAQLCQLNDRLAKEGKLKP
BoNT A protease: BoNT/A light chain protease inhibitors, primary screen, biochemical, flow cytometry, MLPCN library. Botulinum neurotoxin type A light chain protease (Clostridium botulinum A str. ATCC 3502). multiplex microsphere protease substrate cleavage. inhibition, % at 10 µM. 0.17% of 360,000 active; also: plate controls were buffer without enzyme for full effect and enzyme alone for no effect
* marks the source's active call; other numbers are inactive results; ? = inconclusive; / = no result given. Rule as the data show it, unless noted: active = inhibition above about 30%; inconclusive = no clear call, values can overlap the other calls; inactive = below that. An excerpt. The share of hits here may be higher or lower than overall.

SMILES	CCHF vOTU inh	SARS 3CLpro inh	PrPC TRFRET	BoNT-F LC inh	SSB-PriA inh	Rv3671c inh	Anthrax LF inh2	MazEF act	DUSP3 inh	BoNT A protease
COc1ccc(C(=O)NC(=S)Nc2ccc(S(=O)(=O)Nc3cc(C)on3)cc2)cc1OC	-8	-3	-1	-7	5	-1	4	-4	18	7.1
COC(=O)C1=C(Nc2ccc(C)cc2)C=C(C)C(C(=O)OC)C1c1ccc(F)cc1 (centres undefined)	16	-1	1	2	-8	10	-10	-4	22	-0.9
CCC1(C)Cc2c(sc3nc(SCC(=O)O)[nH]c(=O)c23)CO1 (centres undefined)	3	-1	2	-3	-5	-5	2	-2	10	-0.3
O=c1c2ccccc2c(/C=N/c2n[nH]c(CCCO)n2)c(O)n1-c1ccccc1Cl	-21	-6	0	-7	/	-18	-9	8	5	-1.5
CN(c1ccccc1)S(=O)(=O)c1ccc(C(=O)N2CCN(c3ccccc3F)CC2)cc1	-7	/	-5	/	9	9	/	2	/	/
COc1ccc(CNS(=O)(=O)c2cc(-c3cc(C)no3)ccc2C)cc1OC	6	-3	2	-3	2	8	-2	2	-17	-0.8
COc1cc(/C=C/c2ccc3cccc(O)c3n2)cc(Br)c1OC	-21	8	-11	?	-10	-1	-18	7	-16	-2.7
CC(C)(C)Oc1ccccc1Nc1nc(NCCO)nc(N2CCCC2)n1	-2	/	0	4	-6	0	-3	0	/	-0.3
O=C(COC(=O)c1cccc(F)c1)Nc1ccc2c(c1)OCCO2	0	/	-2	-17	-10	2	-10	7	/	0.0
O=C(C1CCCN(S(=O)(=O)c2ccccc2[N+](=O)[O-])C1)N1CCN(c2ccccc2)CC1 (centres undefined)	2	3	-10	-3	17	-15	1	3	-18	-0.3
O=C(/C=C/c1ccccc1)c1ccc2c(c1)OCO2	5	-4	-2	?	-3	3	-18	-9	33	-0.2
Cc1cc(NC(=O)CSCC(=O)OCC(=O)Nc2ccc(OC(F)F)cc2)no1	8	/	-3	-4	-3	-6	-8	9	/	-0.4
Nc1ccn([C@@H]2O[C@H](CN=C3NS(=O)(=O)c4ccccc43)[C@@H](O)[C@H]2O)c(=O)n1	-2	/	5	2	/	/	2	3	/	-0.2
CSc1ncccc1C(=O)N1CCCC(C(=O)c2ccc3ccccc3c2)C1 (centres undefined)	0	-1	3	-4	-8	5	-4	0	-4	0.4
CC(=O)C1=C(c2ccccc2)NC(=O)NC1c1cccs1 (centres undefined)	-3	2	-2	?	-5	3	-6	12	22	-0.4
CCn1c(SCC(=O)NC2CCS(=O)(=O)C2)nnc1-c1ccccc1 (centres undefined)	-5	1	-4	0	8	-1	1	7	12	-1.7
O=C(NCCCN1CCOCC1)c1ccc(NC(=O)C2COc3ccccc3O2)cc1 (centres undefined)	1	1	-4	-6	-5	-1	1	14	12	0.0
CCC(C)c1ccccc1NC(=O)C(C)Sc1n[nH]c(N)n1 (centres undefined)	4	/	-3	-5	0	2	-5	6	/	0.5
CCOc1cc(S(=O)(=O)NC2CCCCC2)ccc1F	-8	7	1	0	-4	-10	-9	3	-13	2.4
Cc1nn(-c2nc(-c3ccco3)cc(C(F)(F)F)n2)c(C)c1Br	3	6	-3	-7	8	-1	-5	9	2	0.0
COc1ccccc1OCCn1cc(C(=O)C(C)C)c2ccccc21	12	1	-1	10	-14	-1	-6	0	26	-1.6
Cc1cc(C)cc(NC(=O)CCCN2C(=O)C(c3ccccc3)Oc3cccnc32)c1 (centres undefined)	-9	3	-3	1	0	-7	0	8	2	0.5
COC(=O)c1ccc(/C=C/C(=O)c2cccc(OC)c2)cc1	-6	4	3	-2	10	-5	-2	6	0	-0.2
CN(C(=O)c1ccc2c(c1)SC1=NS(=O)(=O)CCN12)C(c1ccccc1)c1ccccc1	-4	2	18	4	-14	2	1	-12	0	0.6
COc1ccc(CNC(=O)C2CCCN(S(=O)(=O)c3ccc4c(c3)C(C)(C)C(=O)N4C)C2)cc1 (centres undefined)	2	2	19	-2	-27	3	-3	5	-6	0.7

Additional compounds follow.
SMILES	CCHF vOTU inh	SARS 3CLpro inh	PrPC TRFRET	BoNT-F LC inh	SSB-PriA inh	Rv3671c inh	Anthrax LF inh2	MazEF act	DUSP3 inh	BoNT A protease
Nc1ccn([C@@H]2O[C@H](CNCc3cccc(OC4CCCC4)c3)[C@@H](O)[C@H]2O)c(=O)n1	-2	/	3	-4	/	/	-2	9	/	0.2
CCC(C)(C)NC(=O)C1CCN(c2nc(C)cc(C)n2)CC1	4	-6	5	-1	1	2	-1	-3	14	-1.3
Nc1ccc2c(c1)OCCOCCOCCOCCOCCO2	14	0	0	-1	-1	-5	-6	5	2	-0.7
CCOC(=O)Cn1ccc(-c2ccccc2)c(C#N)c1=O	-5	-3	5	-4	-12	3	-2	-14	11	0.1
CCN(c1ccccc1)S(=O)(=O)c1cc2c3c(c1)CCN3C(=O)CC2	1	/	4	?	/	-7	?	/	/	3.1
Cc1sc2ncnc(SCC(=O)Nc3ncccc3O)c2c1C	15	/	27*	6	4	-14	-12	-3	/	1.7
CCNS(=O)(=O)c1ccc(CCC(=O)NC2CCCC2)cc1	-2	0	0	-1	-2	-4	-1	2	-8	0.1
CC1(C)OC2C(CO)OC(n3cnc4c(=S)nc[nH]c43)C2O1 (centres undefined)	6	1	0	-1	-2	-1	0	11	36	-0.3
C/C(=N\NC(=S)Nc1ccc(C(C)C)cc1)c1ccc2c(c1)OCO2	12	-2	5	-4	/	11	0	-5	26	-0.7
On1c(-c2ccc(Cl)cc2)nc2ccccc21	-1	3	3	1	13	8	-7	5	17	-0.2
O=C(O)C1CCN(C(=O)CSc2nnc(-c3ccccc3)o2)CC1	-7	/	-4	2	-9	-1	-2	1	/	0.4
O=C1CCc2cc(S(=O)(=O)NCCC(=O)N3CCN(c4cccc(Cl)c4)CC3)ccc2N1	-2	-4	-2	?	5	-4	?	-5	0	?
C=Cc1ccc(Cn2nc(-c3ccccc3)ccc2=O)cc1	-2	5	6	-7	-20	-13	1	-3	-16	2.0
Cc1nc2ccc(NC(=O)[C@@H](NC(=O)c3c(F)cccc3F)C(C)C)cc2s1	-2	/	0	14	-3	-26	40*	-20	/	18
CC(=O)Nc1ccc(S(=O)(=O)N2CCN(CC(=O)N3CCOCC3)CC2)cc1	-4	-2	3	-1	-3	4	5	-7	16	-0.2
FC(F)(F)COc1nc(OCC(F)(F)F)nc(N2CCN(c3ccccc3)CC2)n1	17	-1	-2	?	-20	3	1	7	19	1.5
COc1cccc(C2/C(=C(/O)c3ccc4c(c3)CC(C)O4)C(=O)C(=O)N2c2nnc(C)s2)c1 (centres undefined)	18	2	-4	-2	/	-4	-4	15	10	0.3
Cc1cccc(C(=O)NCc2nnc(SCC(=O)NC3=NCCS3)n2C)c1	-12	0	5	16	-10	-24	-11	-11	-3	-2.7
CC1=Nc2cc(C(=O)NCC3CCCO3)ccc2Sc2ccc(C)cc21 (centres undefined)	11	5	10	7	-16	1	-1	-11	27	-1.1
Cc1cccc(OCc2nc(C#N)c(NCCN(C)C)o2)c1	7	-1	7	1	-3	7	1	3	15	0.7
Cc1ccc(SCC(=O)Nc2cc(C)on2)cc1	-1	-2	2	-2	-20	5	-6	2	22	0.0
Nc1cc(-c2nn[nH]n2)ccc1F	0	2	2	8	4	-2	0	6	32	0.7
Cc1cc(NC(=O)c2ccc3c(c2)C(=O)N(C(C)(C)C)C3=O)no1	-11	5	-5	1	3	0	-13	-10	7	-0.5
CCCCC(=O)Nc1cccc(C(=O)N/N=C/c2ccc(OC)cc2OC)c1	-1	-8	7	-3	/	1	1	5	1	-0.3
CN(Cc1ccccc1)C(=O)c1[nH]cnc1C(=O)N[C@@H](CCCCNC(=O)OC(C)(C)C)C(=O)OC(C)(C)C	/	3	/	-5	-3	0	2	-3	3	0.2

Whole records as entered above. Order of values: CCHF vOTU inh, SARS 3CLpro inh, PrPC TRFRET, BoNT-F LC inh, SSB-PriA inh, Rv3671c inh, Anthrax LF inh2, MazEF act, DUSP3 inh, BoNT A protease
`C=Cc1ccc(Cn2nc(-c3ccccc3)ccc2=O)cc1` across the screens: -2, 5, 6, -7, -20, -13, 1, -3, -16, 2.0
`CN(Cc1ccccc1)C(=O)c1[nH]cnc1C(=O)N[C@@H](CCCCNC(=O)OC(C)(C)C)C(=O)OC(C)(C)C` across the screens: /, 3, /, -5, -3, 0, 2, -3, 3, 0.2
`COc1cccc(C2/C(=C(/O)c3ccc4c(c3)CC(C)O4)C(=O)C(=O)N2c2nnc(C)s2)c1` (centres undefined) across the screens: 18, 2, -4, -2, /, -4, -4, 15, 10, 0.3

The listing continues.
SMILES	CCHF vOTU inh	SARS 3CLpro inh	PrPC TRFRET	BoNT-F LC inh	SSB-PriA inh	Rv3671c inh	Anthrax LF inh2	MazEF act	DUSP3 inh	BoNT A protease
NC(=S)NN=C1C2CC3CC(C2)CC1C3	-16	0	-3	-8	-3	-12	-4	0	26	-1.5
Cc1ccccc1-c1nsc(SCC(=O)NCc2ccc3c(c2)OCO3)n1	7	6	4	-7	-11	-8	0	-9	8	-0.1
CCN(CC)C(=O)Oc1ccc2c(=O)c(-c3ccc(OC)cc3)c(C)oc2c1	0	9	1	-8	0	1	-1	-2	29	0.1
Cc1nn(CC(=O)N(CC(C)C)C2CCS(=O)(=O)C2)c(C)c1[N+](=O)[O-] (centres undefined)	3	/	3	-8	0	8	-9	4	/	0.2
CCOC(=O)c1c(NC(=S)NC)sc2c1CC(C)(C)SC2	4	1	-3	-12	5	-2	-3	-4	33	-0.9
CCOC(=O)c1cc(S(=O)(=O)N2CCN(C(=O)OCC)CC2)cn1C	-2	-3	3	2	-5	6	2	1	32	0.8
[O-][n+]1c2ccccc2cc2ccccc21	-56	/	-7	-5	-9	13	-2	6	/	0.4
CCc1nc2c(OCCOc3ccc(F)cc3)cccn2c1N(C)C(=O)c1ccccc1F	2	/	14	-4	/	/	-10	/	/	-0.2
Cc1c(C(=O)N/N=C/c2ccc(N(C)C)cc2)[nH]c2ccc(Cl)cc12	-3	2	5	-3	/	6	0	-37	-8	-0.5
O=C(Nc1ccc(S(=O)(=O)N2CCCC2)cc1)c1cccc(OC(F)F)c1	-6	/	2	-8	-21	-1	?	-2	/	0.8
CCCCCCN1CCN(C2CN(C3CCCCC3)S(=O)(=O)C2)CC1 (centres undefined)	-5	/	-7	7	/	/	6	/	/	1.6
N#CCN1CCN(c2ccc(C(F)(F)F)cc2)CC1	-8	-1	-3	-2	6	0	4	-3	-14	-0.7
CCn1cnnc1SCC(=O)c1c(N)n(C2CC2)c(=O)[nH]c1=O	2	/	-6	-1	-14	6	-3	-7	/	1.5
O=S(=O)(CCNCCc1ccccc1)NCc1ccccc1	-4	/	-2	-5	10	/	-3	8	/	0.1
CC(C)C(CO)N1CCN(Cc2ccccc2)CCC1=O (centres undefined)	-8	/	2	0	-4	1	-8	5	22	0.2
Cc1nc2nc(SCC(=O)NCCCN3CCCC(C)C3)nn2c(C)c1Cc1ccccc1Cl (centres undefined)	-14	-7	-8	-9	-17	4	0	21	7	-4.2
O=C(CCCN1C(=O)c2ccccc2C1=O)Nc1nnc(C2CC2)s1	-8	0	3	0	-3	5	-1	-10	17	1.2
CC(=O)N=c1c(C#N)cc2c(=O)n3cccc(C)c3nc2n1Cc1ccco1	-52	1	-13	-10	2	8	-18	1	50	-2.6
CC(=O)Nc1ccc(S(=O)(=O)NCCC(=O)OCC(=O)c2ccccc2)cc1	-13	/	-5	?	-5	3	-2	0	/	6.5
